High-throughput results as filed in PubChem.
PGK inhibitor = qHTS Assay to Find Inhibitors of Phosphoglycerate Kinase; 0.043% of 380,000 active; AID 602233, 2012; PGK/GAPDH coupled, Kinase-Glo luminescence, 60 min; Potency, µM (series often up to 57.5 µM), for inactives: at the top dose activity change, negative = inhibition, most hits filed as inhibitors; also: potency is read from the fitted curve at half-maximal effect; % is scaled to controls: 0 for no effect and ±100 for the full control effect; nearly all actives have a fitted effect of over 60% in size
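Recombinant glycosomal PGK reaction used 1,3-bisphosphoglycerate generated in-well by GAPDH (100nM final) in 100mM TEA pH 7.6, 5mM MgCl2, 0.01% Tween-20. After 60 minutes at room temperature, ATP was read by Kinase-Glo Plus luminescence end-point.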
Apoferritin bind = qHTS Assay for Identification of Novel General Anesthetics | Potency, µM (titrated, usually from 77.5 µM), inactives show at the top dose activity change, negative = displacement, hits mostly inhibitors | Ferritin light chain (Equus caballus), P02791 | apoferritin/1-aminoanthracene competitive binding, fluorescence | 0.074% of 350,000 active; also: potency is read from the fitted curve at half-maximal effect; % is scaled to controls: 0 for no effect and ±100 for the full control effect; nearly all actives have a fitted effect of over 20% in size
Target sequence (P02791 2-175 limits assumed): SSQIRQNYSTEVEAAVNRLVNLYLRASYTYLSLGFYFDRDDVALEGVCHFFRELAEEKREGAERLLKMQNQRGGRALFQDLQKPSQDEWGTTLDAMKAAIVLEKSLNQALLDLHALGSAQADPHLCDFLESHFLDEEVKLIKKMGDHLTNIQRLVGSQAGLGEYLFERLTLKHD
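In PBS, apoferritin at 10 uM is loaded with 1-AMA from a 50% saturated solution. After 10 min of compound exposure at ambient temperature, reduced 535 nm fluorescence indicates probe displacement.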
POLH inh = qHTS for Inhibitors of Polymerase Eta; DNA polymerase eta (Homo sapiens), Q9Y253; 1.2% of 390,000 active; recombinant Pol eta, fluorescent DNA replication assay; AID 588591, 2011; Potency, µM (top dose mostly 114 µM), without a hit: at the highest dose activity change, negative = inhibition, actives largely listed as inhibitors; also: potency is read from the fitted curve at half-maximal effect; % is scaled to controls: 0 for no effect and ±100 for the full control effect
Target sequence (Q9Y253 whole entry, looked up): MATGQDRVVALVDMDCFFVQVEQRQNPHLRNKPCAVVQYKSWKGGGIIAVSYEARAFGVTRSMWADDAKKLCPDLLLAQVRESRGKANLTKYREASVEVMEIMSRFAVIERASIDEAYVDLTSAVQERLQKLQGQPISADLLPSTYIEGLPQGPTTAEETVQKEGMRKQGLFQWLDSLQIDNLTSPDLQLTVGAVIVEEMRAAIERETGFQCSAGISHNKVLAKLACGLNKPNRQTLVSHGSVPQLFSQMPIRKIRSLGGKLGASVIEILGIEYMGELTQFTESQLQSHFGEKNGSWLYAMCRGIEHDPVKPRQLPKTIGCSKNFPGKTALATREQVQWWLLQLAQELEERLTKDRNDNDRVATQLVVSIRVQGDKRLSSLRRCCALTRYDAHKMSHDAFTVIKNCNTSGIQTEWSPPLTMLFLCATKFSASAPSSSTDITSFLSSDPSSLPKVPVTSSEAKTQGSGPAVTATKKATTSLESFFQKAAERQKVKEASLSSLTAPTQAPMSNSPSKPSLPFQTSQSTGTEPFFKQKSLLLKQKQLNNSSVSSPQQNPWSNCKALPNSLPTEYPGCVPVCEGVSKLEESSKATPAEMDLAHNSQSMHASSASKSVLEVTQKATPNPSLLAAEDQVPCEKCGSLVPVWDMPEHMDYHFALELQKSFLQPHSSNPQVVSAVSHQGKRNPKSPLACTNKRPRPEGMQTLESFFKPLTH
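Pol eta (10 nM) was preincubated with compounds for 15 min at room temperature, after which fluorescent replication substrate (50 nM final) was added to start the reaction. Fluorescence was read kinetically at 0 and 10 min.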
BLM helicase inh = qHTS Assay for Inhibitors of Bloom's syndrome helicase (BLM). RecQ-like DNA helicase BLM (Homo sapiens), P54132. recombinant BLM DNA unwinding, fluorescence dequenching. Potency, µM (titrated, usually from 56.1 µM), without a hit: at the highest dose activity change, negative = inhibition, hits mostly inhibitors. 0.2% of 350,000 active;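 also: potency is read from the fitted curve at half-maximal effect; plate controls were vehicle for no effect and no enzyme for full effect; nearly all actives have a fitted effect of over 35% in size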
Pol kappa inh = qHTS for Inhibitors of Polymerase Kappa | DNA polymerase kappa (Homo sapiens), Q9UBT6 | 0.53% of 400,000 active | AID 588579, 2011 | purified Pol kappa, fluorescent DNA synthesis assay, 10 min | Potency, µM (top dose mostly 107 µM), without a hit: at the top dose activity, negative = inhibition, most hits filed as inhibitors; also: potency is read from the fitted curve at half-maximal effect; % is scaled to controls: 0 for no effect and ±100 for the full control effect
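10 nM Pol kappa preincubated 15 min at room temperature with compounds, then reaction started with substrate at 50 nM final. Fluorescence read kinetically at 0 and 10 min; buffer-only wells served as negative control.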
RXFP1 antag = qHTS Assay for Antagonists of the Relaxin Receptor RXFP1; Relaxin receptor 1 (Homo sapiens), Q9HBX9; HEK293-RXFP1, relaxin-stimulated cAMP HTRF, 30 min; hits give low values; activity change, negative = inhibition, % at 57.5 µM; 0.59% of 350,000 active; AID 1259400, 2018;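 active = activity change of -60% or lower, but not beyond a set lower limit; inconclusive = change between -60% and -40%, or beyond the set limit; inactive = change above -40%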; also: % is scaled to controls: 0 for no effect and ±100 for the full control effect
POLB inh = qHTS Assay for Inhibitors of DNA Polymerase Beta | P06746 | Pol beta primer extension/strand displacement, fluorescence kinetic | Potency, µM (top dose mostly 114 µM), inactives show at the top dose activity change, negative = inhibition, hits mostly inhibitors | 1.3% of 340,000 active; also: potency is read from the fitted curve at half-maximal effect; % is scaled to controls: 0 for no effect and ±100 for the full control effect
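Preincubation: enzyme (10 nM) with compound, 15 min, RT. Reaction: substrate added to 50 nM final. Reads: 0 and 10 min. Analysis: normalized, Hill fit.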
POLI inh = qHTS for Inhibitors of Polymerase Iota. DNA polymerase iota (Homo sapiens), Q9UNA4. Pol iota fluorescent replication assay, 10 min. Potency, µM (titrated, usually from 115 µM), for the others: at the highest dose activity, negative = inhibition, usual class: inhibitors. 1% of 390,000 active; also: potency is read from the fitted curve at half-maximal effect
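Fluorescent replication assay read twice, at 0 min and 10 min after adding 50 nM (final) substrate. Enzyme (10 nM) and compounds were first incubated 15 min at room temperature; enzyme-free buffer wells were negative controls.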
APEX1 inh = qHTS Assay for Inhibitors of the Human Apurinic/apyrimidinic Endonuclease 1 (APE1); DNA repair nuclease/redox regulator APEX1 (Homo sapiens), P27695; recombinant APE1, TAMRA/BHQ-2 abasic DNA cleavage fluorescence; Potency, µM (doses to about 65.8 µM), for inactives: top-dose activity change, negative = inhibition, hits mostly inhibitors; 0.35% of 350,000 active; AID 2517, 2012;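 also: potency is read from the fitted curve at half-maximal effect; plate controls were vehicle for no effect and reference inhibitor for full effect; nearly all actives have a fitted effect of over 55% in size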
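Substrate: short duplex with […] THF abasic site, 5'-TAMRA and 3'-BHQ-2, 50 nM final. APE1 at 0.75 nM, preincubated 15 min RT with compound. Fluorescence increase from first to third read measured activity.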
* = called active by the depositor; i = inactive; ? = inconclusive; . = not tested or not shown; & = joins results of further samples; [ ] = another dose, or the depositor's remark. Unless noted, calls follow the shape of the dose curve; as a rule, active = well fitted curve in the direction sought with a large enough effect; inconclusive = small, poorly fitted or top-dose-only effect, or another doubt; inactive = no such curve, though single readings can be large; an effect the other way counts as inactive or inconclusive. This is a subset. The share of hits here may be higher or lower than overall.

SMILES | PGK inhibitor | Apoferritin bind | POLH inh | BLM helicase inh | Pol kappa inh | RXFP1 antag | POLB inh | POLI inh | APEX1 inh
Cc1ccc(CNC(=O)c2cn(C)c3ccc(S(=O)(=O)N4CCC(C)CC4)cc3c2=O)cc1 | 1% | -6% | 2% | -11% | 2% | -4 | 8% | 0% | .
CCc1c(C)nc(SCC(=O)N2CCc3ccccc32)[nH]c1=O | . | -3% | . | -2% | . | . | -9% | . | 2%
CC(CNC(=O)c1nnc(Cc2ccc(F)cc2)o1)c1ccccc1 (stereo not given) | 3% | 55%[activator] | -10% | -3% | 5% | 1 | 84% | -25% | .
CC1(C)CC(Nc2ccc(Nc3ccccc3)cc2)CC(C)(C)N1 | -1% | -1% | -15% | -2% | -7% | -10 | 2% | -11% | -3%
CCN(CC)CCOc1ccc(/C(=C(/Cl)c2ccccc2)c2ccccc2)cc1 | 5% | ? | -8%&-13% | -5%&-8% | -17%&-3% | . | 40%&-5% | 12%&1% | -7%&-3%
COc1ccccc1Oc1ccc(S(=O)(=O)Nc2cccnc2)cc1 | i | -5% | -6% | 0% | 1% | 4 | -1% | 29% | -1%
CN1CCN(S(=O)(=O)c2ccc(Cl)cc2)CC1 | -8% | -8% | -17%&1% | 4% | -6%&-7% | 0&21 | 25% | 4%&-11% | 1%
COCCNC(=O)CCCCCN1C(=O)CCC1=O | i | 3% | -6% | -6% | -8% | -13 | -1% | -9% | -3%
OCC[C@H]1C[C@@H](O)[C@H](O)[C@]2(OCCCc3ccccc32)O1 | 2% | . | -16% | . | -18% | . | . | 19% | 7%
Cc1ccc2cc(CCNC(=O)c3cccs3)c(=O)[nH]c2c1C | -4% | -5% | -3% | 6% | -15% | . | 0% | -1% | ?
COc1ccc(C(=O)CN2C(=O)NC3(CCCc4ccccc43)C2=O)c(OC)c1 (stereo not given) | i | ? | -16% | 0% | -6% | -20 | 24% | -3% | 31%
Cc1cc(C(=O)N/N=C/c2c(C)n(C)c3ccccc23)n[nH]1 | 5% | -3% | -19% | -2% | -14% | -23 | ? | 28% | -18%
CCN(CC)CCNc1ncnc2c1sc1nc(N3CCOCC3)c3c(c12)CC(C)(C)SC3 | i | -15% | -2% | 2% | -4% | -5 | 10% | 8% | -6%
O=C(Nc1ccc(Cl)cc1)Nc1nnc(/C=C/c2ccccc2)s1 | -8% | 5% | -12% | 0% | -2% | -8 | 6% | ? | 12%
Cc1cccc(Nc2c([N+](=O)[O-])cc(C(=O)N3CC(=O)Nc4ccccc43)cc2[N+](=O)[O-])c1 | -3% | ? | -8% | -7% | -7% | -7 | 6% | -6% | -8%
CCOc1ccc(C(=O)OCC(=O)c2c(N)n(C)c(=O)n(C)c2=O)cc1OCC | -6% | -4% | 0% | 0% | -7% | -31 | 27% | 11% | -1%
Cc1onc(-c2ccccc2)c1C(=O)Nc1ccc(S(=O)(=O)N2CCOCC2)cc1 | -4% | -15% | -11% | -3% | -9% | -26 | -1% | -20% | 23%
COc1ccccc1C(=O)NCC(=O)OC(C)C(=O)NC1CCCCC1C (stereo not given) | -8% | . | 1% | . | 1% | 2 | . | ? | 7%
COc1ccc(C2CC(=O)c3cnc(NC(=O)c4ccccc4OC)nc3C2)c(OC)c1 (stereo not given) | 6% | ? | -2% | -11% | -20% | -6 | 14% | 1% | -3%
N#CCCn1c(C2CCCCC2)nc2ccccc21 | -9% | -2% | 1% | -1% | -1% | -23 | 19% | -1% | 1%
COC(=O)c1cc(C(=O)Nc2ccc(S(N)(=O)=O)cc2)cc([N+](=O)[O-])c1 | -2% | -14% | -20% | -15% | 0% | 8 | ? | 30%[activator] | -3%
Cc1nn2c(=O)cc(COC(=O)c3ccccc3NC(=O)c3ccccc3C)nc2s1 | 15% | 56%[activator] | -7% | 1% | -14%[60.1 µM] | 9 | -19% | -16% | .
COc1ccc(/C=C(\NC(=O)c2ccc(OC)c(OC)c2)C(=O)N2CCN(C)CC2)cc1 | 6% | -4% | -1% | -1% | -11% | -12 | -17% | 36%[activator] | -17%
CCCCOc1ccc(CNC(=O)c2cnc3sc(N4CCOCC4)nn3c2=O)cc1 | -6% | 4.5µM* | -15% | -1% | 1% | -1 | 0% | 6% | .
COc1cc(NC(=O)c2cccs2)c(C(=O)OCC(=O)NC(C)c2ccccc2)cc1OC (stereo not given) | 0% | -5% | -13% | -3% | -1% | -10 | 2% | -6% | -6%
Nc1nc(-c2nc3ccccc3[nH]2)cs1 | -13% | -14% | 7% | -1% | -1% | 1 | -14% | 20% | 4%
O=C(Nc1ccccc1N1CCOCC1)c1cccnc1 | -4% | -1% | -20% | -1% | -1% | -5 | 0% | 50%[activator] | -4%
CC(=O)c1ccc(/C=C/c2nc3ccccc3n2C)o1 | -9% | . | 8% | -8% | -19% | 49 | 3% | 21% | ?
COc1ccc(C(C)NC(=O)c2ccncc2)cc1 (stereo not given) | -6% | -2% | -12% | -2% | -8% | -8 | 86% | 74%[activator] | 11%
COc1ccc(C(CC(=O)Nc2cccc(C)c2C)N2Cc3ccccc3C2=O)cc1 (stereo not given) | 8% | -9% | -7% | -5% | -4% | 3 | 0% | -3% | .
Cc1c(C)n(CCc2ccccc2)c2ncnc(NCCO)c12 | -4% | -3% | -3% | -2% | -12% | -4 | 41% | -27% | -4%
CCOC(=O)c1c(C)[nH]c(C(=O)COC(=O)/C=C/c2ccc(OC(F)F)cc2)c1C | -3% | -5% | -15% | -9% | -15% | . | 12% | -6% | 1%
CCOc1ccc(NC(=O)N2CCC(c3ccc(C)cc3)C2)cc1 (stereo not given) | 2%&16% | -10%&-10% | -9%&-4% | 0%&-2% | -10%[60.1 µM] | -2&-8 | 17%&40% | -12%&-8% | 3%
COC(=O)c1ccc(S(=O)(=O)NNC(=O)c2ccc(S(=O)(=O)N3CCCCC3)cc2)cc1 | -9% | 0% | -13% | 3% | -12% | -4 | 46% | -5% | 14%
Cc1cc(O)c(/C=N/OCc2ccc(Cl)cc2Cl)c(=O)o1 | -3% | -9% | -5% | 2% | -18% | -7 | -3% | 24% | 4%
COc1cccc(CNC(=O)C2CCN(Cc3cc4ccccc4n3Cc3ccccc3)CC2)c1OC | -7% | 36%[activator] | -18% | -7% | 0%[60.1 µM] | -2 | 1% | -6% | .
CCCCNC(=O)c1nn(-c2ccc(C)cc2)c(=O)c2c1c1ccccc1n2C | . | 0% | . | -1% | -1% | 0 | 21% | -2% | .
Cc1cc2nnc(SCC(=O)Nc3ccc(F)c(Cl)c3)n2c2ccccc12 | -8% | -7% | -11% | -3% | 0% | . | 0% | 16% | .
COc1cc(-c2nc3c(c(C)nn3-c3ccccc3)c3cc(OC)c(OC)cc23)ccc1O | -2% | -1% | -8% | 1% | -27% | -7 | 3% | -2% | 11%
c1ccc(Oc2cccc(OCCCn3cncn3)c2)cc1 | -2% | -7% | 6% | -3% | -14% | 8 | 39% | 10% | 9%

4 records picked at random from those above:
SMILES | PGK inhibitor | Apoferritin bind | POLH inh | BLM helicase inh | Pol kappa inh | RXFP1 antag | POLB inh | POLI inh | APEX1 inh
Cc1c(C)n(CCc2ccccc2)c2ncnc(NCCO)c12 | -4% | -3% | -3% | -2% | -12% | -4 | 41% | -27% | -4%
CCOC(=O)c1c(C)[nH]c(C(=O)COC(=O)/C=C/c2ccc(OC(F)F)cc2)c1C | -3% | -5% | -15% | -9% | -15% | . | 12% | -6% | 1%
c1ccc(Oc2cccc(OCCCn3cncn3)c2)cc1 | -2% | -7% | 6% | -3% | -14% | 8 | 39% | 10% | 9%
COC(=O)c1ccc(S(=O)(=O)NNC(=O)c2ccc(S(=O)(=O)N3CCCCC3)cc2)cc1 | -9% | 0% | -13% | 3% | -12% | -4 | 46% | -5% | 14%

Continuation.
SMILES | PGK inhibitor | Apoferritin bind | POLH inh | BLM helicase inh | Pol kappa inh | RXFP1 antag | POLB inh | POLI inh | APEX1 inh
COC(=O)Cn1c(=O)c2c(nc3n2CC(C)CN3c2ccc(C)c(C)c2)n(C)c1=O (stereo not given) | 3% | 5% | -10% | -1% | -7% | . | 13% | -12% | ?
C=CCn1c(SCC(=O)Nc2ccc(O)cc2)nc2sc(CC)cc2c1=O | -3% | -7% | -12% | -4% | -13% | -3 | 1% | 26% | 10%
O=C(O/N=C(/c1ccccc1)c1ccncc1)c1cccc(F)c1 | i | -19% | -8% | -6% | 3% | -7 | 3% | 107%[activator] | 7%
CCc1ccc(NC(=O)c2ccc(F)c(S(=O)(=O)N3CCN(c4cc(C)ccc4C)CC3)c2)cc1 | -2% | 2% | -12% | -9% | -13%[60.1 µM] | -13 | 22% | -7% | .
CCN(C(=O)COC(=O)/C=C/c1ccccc1)C1CCCCC1 | -7% | ? | -17% | -3% | -3% | -4 | 13% | 177%[activator] | -4%
CCOC(=O)c1cnn(-c2ncnc3c2oc2ccccc23)c1N | 4% | -13% | -17% | -1% | 0% | . | 0% | 5% | -2%
CCS(=O)(=O)N1CCCc2cc(C(=O)Nc3cccc(C(C)=O)c3)ccc21 | i | 50%[activator] | -11% | -3% | -12% | . | 1% | 24% | .
COc1ccccc1CC(=O)Nc1ccc2[nH]ncc2c1 | -6% | -19% | -11% | 2% | 3% | 5 | 15% | 126%[activator] | -8%
CC(C)CC(C(=O)NC1CCCC1)N(Cc1ccc2c(c1)OCO2)C(=O)c1snc(C(N)=O)c1N (stereo not given) | -1% | -7% | -15% | -5% | -11% | -9 | -24% | 63%[activator] | -3%
COc1ccc(C(CNc2ccc(S(=O)(=O)N3CCN(C)CC3)cc2[N+](=O)[O-])N(C)C)cc1 (stereo not given) | 8% | . | -4% | . | -4% | 9 | . | 31%[activator] | -11%
